Screening data from PubChem BioAssay.
PTK2B oligo ant: antagonists of human Pyk2 oligomerization | Q293 cells, Pyk2 FERM NanoBiT luminescence; hits give low values | z-score (the deposit names both 25 µM and 10 µM) | 99,000 compounds, 0.83% hits | AID 1347419;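 active means Z-score of -3 or lower, scaled per plate to the spread of control and sample wells; inactive means z-score above -3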;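 further: negative z-score means lost luminescence so less FERM oligomerization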
Target sequence (Q14289 whole entry, looked up): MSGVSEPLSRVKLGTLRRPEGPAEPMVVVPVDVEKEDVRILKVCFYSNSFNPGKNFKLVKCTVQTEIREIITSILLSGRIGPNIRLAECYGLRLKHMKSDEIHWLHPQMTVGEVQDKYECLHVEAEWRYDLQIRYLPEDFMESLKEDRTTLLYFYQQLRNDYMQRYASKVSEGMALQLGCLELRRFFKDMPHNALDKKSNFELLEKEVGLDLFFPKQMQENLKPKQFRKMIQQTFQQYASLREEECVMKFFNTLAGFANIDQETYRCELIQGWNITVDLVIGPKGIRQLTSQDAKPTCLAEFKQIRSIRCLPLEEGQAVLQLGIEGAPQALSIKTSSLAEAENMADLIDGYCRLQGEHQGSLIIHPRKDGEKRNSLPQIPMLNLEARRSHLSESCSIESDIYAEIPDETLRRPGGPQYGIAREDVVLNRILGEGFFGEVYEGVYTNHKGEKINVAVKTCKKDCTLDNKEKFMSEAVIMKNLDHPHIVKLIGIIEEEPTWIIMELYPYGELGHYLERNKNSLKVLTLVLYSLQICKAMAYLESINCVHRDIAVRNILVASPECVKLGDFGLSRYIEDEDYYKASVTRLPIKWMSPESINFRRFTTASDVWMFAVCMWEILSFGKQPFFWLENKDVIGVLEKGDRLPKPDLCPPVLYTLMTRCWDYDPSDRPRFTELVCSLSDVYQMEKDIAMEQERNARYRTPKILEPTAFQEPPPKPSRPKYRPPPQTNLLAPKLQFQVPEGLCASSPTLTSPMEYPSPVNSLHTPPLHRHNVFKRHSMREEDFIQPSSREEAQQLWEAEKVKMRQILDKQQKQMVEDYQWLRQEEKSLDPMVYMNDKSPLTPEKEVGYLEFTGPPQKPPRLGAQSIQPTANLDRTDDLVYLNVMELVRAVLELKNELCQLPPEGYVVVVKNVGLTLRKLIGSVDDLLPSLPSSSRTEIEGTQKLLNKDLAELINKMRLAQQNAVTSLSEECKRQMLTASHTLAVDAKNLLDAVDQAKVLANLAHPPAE
An asterisk follows results filed as active.

SMILES | PTK2B oligo ant
CCOc1ccc(NC(=O)CN2CCN(CC(=O)Nc3cc(OC)cc(OC)c3)CC2)cc1 | -0.18
O=C(OCCO)c1cc(Cl)c(C(=O)OCCO)cc1Cl | -0.46
CCCCn1c(SCN2C(=O)c3ccccc3C2=O)nc2cc(S(N)(=O)=O)ccc21 | -0.44
Cc1cccc(NC(=O)CN(C)S(=O)(=O)c2ccc(Cl)cc2)n1 | -1.11
CCN(CC)c1ncc(C)c(=O)[nH]1 | -0.04
O=C(C(c1ccccc1)c1ccccc1)N1CCN(CC(O)COc2ccccc2)CC1 (configuration not stated) | 1.23
CC(=O)OCC(=O)Nc1ccc(Cl)cc1Cl | 0.05
CCC(=O)Nc1ccc(Cl)c(NC(=S)NC(=O)c2cc3ccccc3o2)c1 | 0.33
O=P(Cc1cccc[n+]1[O-])(c1ccccc1)c1ccccc1 | -0.26
COc1ccc(C(=O)/C=C/N2CCCCC2)cc1OC | 0.35
CCOC(=O)c1cccc(NC(=O)c2ccco2)c1 | 0.28
Cc1ccc(C)c(-n2nnnc2Sc2nc([N+](=O)[O-])nn2C)c1 | 0.33
CCC(CC)NC(=O)CON=C1c2ccccc2-c2ccccc21 | -0.6
N#Cc1cc(NC2CCCC2)c([N+](=O)[O-])cc1C#N | -0.9
Cc1ccc(C(=O)N/C(=C\c2cccs2)C(=O)NCc2cccnc2)cc1 | 0.17

Structural class: those above containing nitrogen in an aromatic ring (six)
SMILES | PTK2B oligo ant
CCCCn1c(SCN2C(=O)c3ccccc3C2=O)nc2cc(S(N)(=O)=O)ccc21 | -0.44
Cc1cccc(NC(=O)CN(C)S(=O)(=O)c2ccc(Cl)cc2)n1 | -1.11
CCN(CC)c1ncc(C)c(=O)[nH]1 | -0.04
O=P(Cc1cccc[n+]1[O-])(c1ccccc1)c1ccccc1 | -0.26
Cc1ccc(C)c(-n2nnnc2Sc2nc([N+](=O)[O-])nn2C)c1 | 0.33
Cc1ccc(C(=O)N/C(=C\c2cccs2)C(=O)NCc2cccnc2)cc1 | 0.17

The listing continues:
SMILES | PTK2B oligo ant
CCOC(=O)c1ccccc1NC(=O)CC1SC(=NC)N(C)C1=O (configuration not stated) | 2.57
O=C1COC(c2ccccc2)C2CCCCN12 (configuration not stated) | 1.02
Cc1c(C(=O)Nc2ccc(-c3nnc4n3CCCCC4)cc2)oc2c1ccc1ccccc12 | -2.27
O=C(c1cccc(C(=O)N2CCN(Cc3ccccc3)CC2)c1)N1CCN(Cc2ccccc2)CC1 | 0.27
COc1ccc(N2C(=O)CSC2c2cccc(OC)c2OC)cc1 (configuration not stated) | -0.18
COc1ccc(CNC(=O)CSc2nnc(C)s2)cc1 | -0.54
O=C(CNS(=O)(=O)c1cccs1)N1CCCC1 | 0.78
CN(C)c1ccc(NC(=O)/C=C/c2ccccc2Cl)cc1 | 0.54
CCOC(=O)C1=C(C)NC(=O)N(C(C)=O)C1c1ccc(Cl)cc1 (configuration not stated) | -2.31
CCOc1ccc(-n2nc(C(=O)NCCOC)c3ccccc3c2=O)cc1 | 0.06
Cc1ccc(S(=O)(=O)C2(S(=O)(=O)c3ccc(C)cc3)CCCC2)cc1 | -0.48
O=C(Nc1ccc(S(=O)(=O)Nc2nccs2)cc1)C1CCCCC1 | -0.21
O=C(CS(=O)(=O)c1ccccc1)Nc1ccc(Br)cn1 | 1.23
CC(=O)N1CCCc2cc(S(=O)(=O)Nc3ccc(C)cc3C)ccc21 | -0.05
CCOC(=O)c1oc2ccc3c(c2c1C)C(=O)CC1(CCN(C(=O)OCC)CC1)O3 | 0.09
COc1ccc(C(CC(=O)O)NC(=O)Cc2ccccc2)cc1 (configuration not stated) | -0.4
CCOC(=O)/C=C(\C)Nc1cc(C)nn1-c1ccccc1 | -0.15
CC(COc1cccc2ccccc12)CN1CCN(C)CC1 (configuration not stated) | -0.78
CC(C)NC(=O)C1(O)c2ccccc2NC(=O)N1c1ccc(Cl)c(Cl)c1 (configuration not stated) | 1.3
CSc1ncccc1C(=O)OCC(=O)NC(=O)NCCC(C)C | -0.03
CCCc1nc(N)nc2c1C(=O)CC(C)(C)C2 | -0.74
CN1CCc2c(sc3c2c(NCc2ccco2)nc2nnnn23)C1 | 2.55
COc1cc(NS(=O)(=O)c2ccc(N/C=C\C(=O)c3ccc(OC)c(OC)c3)cc2)nc(OC)n1 | -1.15
O=C1c2cccc3cccc(c23)C(=O)N1c1nncs1 | -0.44
Cc1ccc(NC(=O)c2ccccc2OCC(=O)c2ccc(F)cc2)cc1 | 0.69
CCCC(c1nnnn1C1CCCCC1)N1CCN(C2CCCC2)CC1 (configuration not stated) | 0.9
FC(F)(F)c1cc(-c2ccco2)nc(-n2nnc3ccccc32)n1 | -1.06
O=C(CCS(=O)(=O)c1cccc2nonc12)NCCc1ccccc1 | 0.63
O=C(COC(=O)Cc1ccc(Cl)cc1Cl)Nc1ccccc1OC(F)F | 1.43
CCC(Sc1nc2c(c(=O)[nH]1)CCC2)C(=O)Nc1cccc(OC)c1 (configuration not stated) | 1.39
CCn1c(C(=O)NCCCN2CCc3ccccc3C2)cc2sccc21 | -0.18
C=CCN1C(c2ccccc2)=CS/C1=C(\C#N)c1nnc2n1CCCCC2 | -0.3
COc1ccc(C(=O)N=c2nc3ccccn3s2)cc1 | -0.87
CCn1nc(C)c(NC(=O)c2cc(Br)ccc2Cl)c1C | 0.78
O=c1c2ccccc2nc2n1CCN2Cc1ccc(Cl)cc1 | 0.4
CC1=C(C(=O)N(C)C)C(c2cccc(Cl)c2)NC(=O)N1 (configuration not stated) | 0.73
c1ccc(Cn2ncc3c(NCc4ccco4)ncnc32)cc1 | 0.24
CCOc1ccc2[nH]c(=O)c(CN(CC3CCCN3CC)C(=O)NCc3ccccc3)cc2c1 (configuration not stated) | 0.37
Cn1c(C(=O)NCC2CCCO2)cc2oc3ccccc3c21 (configuration not stated) | -0.19
CCN(C(=O)COC(=O)C(Cc1ccccc1)N1C(=O)c2ccccc2C1=O)C1CCS(=O)(=O)C1 (configuration not stated) | -0.29
COc1cc(/C=N/NS(=O)(=O)c2ccc3ccccc3c2)ccc1OCCN1CCOCC1 | 1.86
CN(C)c1ccc(/C=N/NC(=O)C(=O)/C=C2\NC3(CCCC3)Cc3ccccc32)cc1 | -0.06
CCOc1cccc(C(=O)Nc2ccc(N(CC)CC)cc2)c1 | -0.8
O=C(NC1CCS(=O)(=O)C1)c1ccccc1C(=O)c1ccccc1 (configuration not stated) | 0.16
O=C(CSc1nn(-c2ccc(F)cc2)c(=S)s1)N1CCN(C(=O)c2ccco2)CC1 | 0.69

Look-ups from above.
Reading of `CCOc1ccc2[nH]c(=O)c(CN(CC3CCCN3CC)C(=O)NCc3ccccc3)cc2c1` (configuration not stated) in PTK2B oligo ant: 0.37
Reading of `c1ccc(Cn2ncc3c(NCc4ccco4)ncnc32)cc1` in PTK2B oligo ant: 0.24

Additional results follow:
SMILES | PTK2B oligo ant
COCCn1nnnc1C(c1ccc(O)c(OC)c1)N1CCc2ccccc2C1 (configuration not stated) | 0.76
O=C(O)CCC(NS(=O)(=O)c1ccc(N2CCCC2=O)cc1)C(=O)O (configuration not stated) | 0.38
COC(=O)c1cccc(NC2CC(=O)N(c3ccc(OC)c(OC)c3)C2=O)c1 (configuration not stated) | 0.57
O=C(CCc1ccccc1)NC1CCSC1=O (configuration not stated) | -0.09
CC(=O)N(c1c(C)n(C)n(-c2ccccc2)c1=O)C1(C(=O)NC2CCCC2)CCCCC1 | -0.02
O=C(Nc1ccccn1)c1cccc(S(=O)(=O)N2CCOCC2)c1 | -0.75
CCn1cnc2sc(C(=O)N(Cc3ccc(N(C)C)cc3)Cc3ccco3)c(C)c2c1=O | 0.02
O=C(CSc1nnc(-c2cccs2)o1)OCc1ccccc1 | 0.95
Cc1ccc(O)c(C(=O)c2cnn(C(=O)Cc3csc(C)n3)c2)c1 | -0.02
CN1/C(=C\C(=O)Nc2ccc(Br)cc2)C(C)(C)c2ccccc21 | 0.5
CCOC(=O)C1=C(C)NC(=O)CC1c1cc2c(cc1Br)OCO2 (configuration not stated) | 0.04
c1ccc2nc3c(nc2c1)[nH]c1ccccc13 | 0.84
COC(=O)c1cccc(NC(=O)Cn2cnc3c2c(=O)n(C)c(=O)n3C)c1 | 1.35
CCOc1nc(-c2ccccc2)ccc1-c1noc(-c2ccncc2)n1 | 1.79
COc1cccc(-c2nnc3sc(-c4ccccc4)nn23)c1 | -0.14
Cc1cc(O)c(/C=N/c2ccccn2)c(=O)o1 | -0.49
CCC(=O)Nc1nonc1-c1nc2ccccc2n1CC(C)C | -0.63
c1ccc(-c2ccccc2-n2cnnn2)cc1 | 0.46
Cc1cc(C)n(-c2cc(N3CCN(S(=O)(=O)c4ccc(Br)cc4)CC3)ccc2[N+](=O)[O-])n1 | -0.91
N#Cc1nc(-c2ccccc2F)oc1NCCc1ccccn1 | 0.67
COc1ccc(C2(O)CCN(C(=O)Cc3cccnc3)CC2)cc1 | 0.47
CN(CCNC(=O)C1(O)c2ccccc2NC(=O)N1c1ccccc1)Cc1ccccc1 (configuration not stated) | -0.03
Oc1ccc2c(c1)C1CCCC1(N1CCOCC1)O2 (configuration not stated) | 0.68
Cc1noc(C)c1COC(=O)CCCc1c[nH]c2ccccc12 | 0.12
Cc1ccc2c(c1)CN1CN2Cc2cc(C)ccc21 | -0.36
CCc1cccc(NC(=O)CCS(=O)(=O)c2cccc3nonc23)c1 | -0.59
O=c1[nH]c2ccc(S(=O)(=O)N3CCN(c4ccccc4F)CC3)cc2s1 | -2.83
N#Cc1nc(-c2cccs2)oc1NCc1ccc(Cl)cc1 | -0.75
COCCn1c(SCC(=O)c2ccc(F)cc2)nnc1C(C)C | 0
CCOP(C)(=O)C1(C(=O)OCc2ccccc2)CC1 (configuration not stated) | 1.42
CCCCCCCC(=O)NNC(=O)CC(=O)Nc1ccccc1C(=O)O | 0.58
CC(C)(C)c1nnc2sc(SCC(=O)c3cccs3)nn2c1=O | 0.79
CC(C)OCCCNc1nc2c([nH]1)c(=O)n(C)c(=O)n2C | -0.16
Cc1cc(C)cc(NC(=O)CCn2ccnc2C)c1 | 0.91
CCOC(=O)c1cccc(NC(=O)c2cccnc2)c1 | -0.44
CC(=O)Nc1cccc(N2C(=O)CC(Cc3ccccc3)C2=O)c1 (configuration not stated) | 0.44
COCCN1Cc2cccc(C(=O)Nc3ccc(-c4nc5ccccc5[nH]4)cc3)c2C1=O | 1.05
CC(=O)Nc1sc(N/N=C\c2ccccc2F)nc1-c1cccs1 | 0.38
COC(=O)c1ccc(NC(=O)CN2C(=O)CCC2=O)cc1 | -0.34
Cc1ccc2nc(N(CCCN(C)C)C(=O)c3ccc4c(c3)CCCC4)sc2c1 | 0.61
CC(=O)C1=C(O)C(=O)N(C)C1c1ccccc1F (configuration not stated) | 1.09
O=c1oc(-c2cccc(S(=O)(=O)N3CCOCC3)c2)nc2ccccc12 | 0.03
CCOC(=O)COn1c(=O)c(=O)n(O)c2ccccc21 | -0.96
CC1=CC(C)(C)N=C(Nc2ccc(C)cc2)S1 | -0.02
Cc1nc([N+](=O)[O-])c(Sc2nc3ccccc3n2C)n1Cc1ccccc1 | -0.43

4 compounds already listed, arranged by the number in PTK2B oligo ant, smallest number first:
SMILES | PTK2B oligo ant
FC(F)(F)c1cc(-c2ccco2)nc(-n2nnc3ccccc32)n1 | -1.06
CSc1ncccc1C(=O)OCC(=O)NC(=O)NCCC(C)C | -0.03
CCOC(=O)C1=C(C)NC(=O)CC1c1cc2c(cc1Br)OCO2 (configuration not stated) | 0.04
CC(=O)C1=C(O)C(=O)N(C)C1c1ccccc1F (configuration not stated) | 1.09

Additional records.
SMILES | PTK2B oligo ant
O=Cc1c[nH]c2ccc(S(=O)(=O)N3CCOCC3)cc12 | -0.67
Nc1ccccc1C(=O)NCc1ccc(Cl)cc1 | 0.21
Cc1c2cnn(CC(=O)Nc3cccc(C(F)(F)F)c3)c(=O)c2c(C)n1Cc1ccccc1F | 0.28
Cc1cccc(N(C(=O)Cn2nnc3ccccc32)C(C(=O)NCc2ccco2)c2ccncc2)c1C (configuration not stated) | -0.29
Cn1c(NCc2ccccc2O)nc2ccccc21 | -0.8
Cc1cccc(CN2CCN(C(=O)CCl)CC2)c1 | 0.86
COc1ccc(NC(=O)C2CCCN(c3c4c(nc5ncnn35)CCC4)C2)cc1 (configuration not stated) | 0.03
O=C(CCCCCNc1nc(=S)[nH]c2ccccc12)NCCc1c[nH]c2ccccc12 | -1.76
CCOc1ccc(CCNC(=O)COC(=O)c2nc3nc(C)cc(C)n3n2)cc1OCC | -0.45
COc1ccc(Cl)cc1NS(=O)(=O)c1ccc(S(=O)(=O)N2CCCC2)cc1 | -0.7
O=C(O)C1CSCN1S(=O)(=O)c1cccc2nsnc12 (configuration not stated) | -0.1
COCCCNC(=O)c1c(N)n(/N=C/c2cccs2)c2nc3ccccc3nc12 | -0.39
CC(=O)c1c(O)cc(C(C)C)n(-c2ccccc2)c1=O | 0.58
CCCn1c(C)cs/c1=N\C(=S)Nc1ccccc1 | 0.42
COc1ccc(C(=O)NC(=S)NNC(=O)c2cnccn2)cc1OC | 0.23
Nc1nc(CSc2n[nH]c(-c3ccccc3)n2)nc(Nc2ccccc2)n1 | -2.11
CCN(CC)CCNC(=O)c1c(O)c2cc(OC)c(OC)cc2[nH]c1=O | 0.51
COc1ccc(NS(=O)(=O)c2cccc3nonc23)c(OC)c1 | 0.08
COc1ccc(NC(=O)CN2CCN(CC(=O)Nc3ccc4c(c3)OCO4)CC2)cc1 | 0.56
C=CCOC(=O)C(C#N)c1nc2ccccc2nc1N1CCN(Cc2ccc3c(c2)OCO3)CC1 (configuration not stated) | -0.7
Cc1cccc(C)c1NC(=O)COC(=O)C1Cc2ccccc2CN1C(=O)c1ccccc1 (configuration not stated) | 0.67
CCCCOC(=O)Nc1nnc(COc2ccccc2)s1 | 1.07
CCNC(=O)NC(=O)CSc1cccc(C(F)(F)F)c1 | -0.59
CC(C)CC(=O)NC(=S)Nc1cc(C(=O)O)ccc1Cl | 0.14
N/C(CCN1CCOCC1)=N/O | 1.28

Some of the compounds tested; rates above refer to the full screens.
